S aureus QS inh: blocks AIP-induced quorum sensing reporter in S. aureus. AID 527. 24,000 tested, 0.3% active. inhibition, % at 2 µM. S. aureus RN6390 RNAIII-GFP reporter, flow cytometry 3 h;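 active means share of bacteria positive for the green fluorescent reporter and its mean brightness both inhibited by 50% or more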;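 further: 0% = AIP-stimulated control and 100% = unstimulated bacteria without AIP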
S aureus QS inh GFP MFI %: further read-out of S aureus QS inh, marked with its call; inhibition, %; measured here: inhibition of GFP MFI
* hit, by the source's call.

mol | S aureus QS inh GFP MFI % | S aureus QS inh
CN(C)CCSc1nnc2sc3ccccc3n12 | 11 | 1
O=C(NCc1n[nH]c(=S)n1-c1cccc(Cl)c1)c1ccc(S(=O)(=O)N2CCCC2)cc1 | -23 | -1
O=C(Cn1cnc2c(nnn2Cc2ccc(Cl)cc2)c1=O)N1CCCc2ccccc21 | 23 | -2
Cc1cc(C)nc(SCC(=O)c2ccc(O)cc2O)n1 | -1 | -2
COc1ccc(C(=O)NCCc2nnc(SCc3nc4ccccc4c(=O)[nH]3)n2C)cc1 | -2 | -3
COc1ccc(S(=O)(=O)n2nc(OC(=O)c3ccc(C)cc3)cc2N)cc1 | -3 | 0
CCOC(=O)CSc1nc2cc(C(=O)N3CCC(C(N)=O)CC3)ccc2c(=O)n1-c1ccccc1 | 2 | 0
CC(=O)N(C)C1(c2nnnn2CCOC(=O)Nc2cccc3ccccc23)CCCC1 | 2 | 0
N#Cc1c2n(c(=S)n(-c3ccccn3)c1=O)CCCCC2 | -5 | -1
COc1ccc(-c2csc(=Nc3ccccc3)n2CCO)cc1 | -27 | -2
O=C(CS(=O)(=O)c1cn(Cc2ccc(Cl)cc2)c2ccccc12)N1CCCC1 | -1 | 0
COc1ccc(C2NC(C(=O)O)CS2)cc1COCC(F)(F)F (centres undefined) | -5 | -12
CN(CCC#N)C(=O)c1ccc(CNS(=O)(=O)c2ccc(F)cc2)cc1 | 8 | 2
COc1ccc(Nc2cc(=O)n(C3CCCCC3)c(=O)[nH]2)c(OC)c1 | 23 | 13
COc1ccc(C2CC(c3ccc(Cl)cc3Cl)Nc3nc(N)nn32)cc1OC (centres undefined) | -12 | -6

Brought forward from above: 6 entries, then new ones.
mol | S aureus QS inh GFP MFI % | S aureus QS inh
COc1ccc(-c2csc(=Nc3ccccc3)n2CCO)cc1 | -27 | -2
O=C(CS(=O)(=O)c1cn(Cc2ccc(Cl)cc2)c2ccccc12)N1CCCC1 | -1 | 0
COc1ccc(C2NC(C(=O)O)CS2)cc1COCC(F)(F)F (centres undefined) | -5 | -12
CN(CCC#N)C(=O)c1ccc(CNS(=O)(=O)c2ccc(F)cc2)cc1 | 8 | 2
COc1ccc(Nc2cc(=O)n(C3CCCCC3)c(=O)[nH]2)c(OC)c1 | 23 | 13
COc1ccc(C2CC(c3ccc(Cl)cc3Cl)Nc3nc(N)nn32)cc1OC (centres undefined) | -12 | -6
CCn1c(=O)cc(OCC(=O)Nc2ccc(C)cn2)c2ccccc21 | 47 | 12
Cc1ccc(S(=O)(=O)NCC(=O)OCN2C(=O)c3ccccc3C2=O)cc1 | 29 | 0
COc1ccc(OC)c(C2N(c3cc(C)on3)C(=O)C3CCCN32)c1 (centres undefined) | -9 | -2
CCOC(=O)c1oc2c(CN3CCN(C)CC3)c(O)ccc2c(=O)c1-c1ccccc1OC | 3 | -1
CCOC(=O)NC(c1ccccc1)C1CCCCC1=O (centres undefined) | 1 | -1
Cc1ccc(-c2csc3nnc(SCC(=O)NCc4ccco4)n23)cc1 | -2 | -2
COC(=O)c1ccc(C2CC(=O)Nc3cc(OC)c(OC)c(OC)c32)cc1 (centres undefined) | 8 | -1
O=C(c1cc(-c2ccccc2O)on1)N1CCc2ccccc2C1 | 17 | 8
Cc1cc(C(=O)Nc2c(C)nn(Cc3ccccc3Cl)c2C)no1 | 9 | 5
CC(NC(=O)c1ccc(Cl)cc1)C(=O)N1CCCCC1 (centres undefined) | -6 | -1
COc1cccc(C(=O)Cn2c(=O)n(CC3CCCO3)c(=O)c3ccccc32)c1 (centres undefined) | 6 | 2
CC(C)NC(=O)NC(=O)COc1cccc2c1OC(C)(C)C2 | 0 | 0
O=C(NCc1cccs1)c1csc2c1CCCCC2 | 4 | 2
Cc1ccnc(NS(=O)(=O)c2ccc(NC(=O)Cc3cccs3)cc2)n1 | -15 | -6
Cc1onc(-c2c(Cl)cccc2Cl)c1C(=O)N1CCc2ccccc21 | -3 | 1

The list goes on:
mol | S aureus QS inh GFP MFI % | S aureus QS inh
CCOC(=O)c1ccccc1NC(=O)CSc1nccn1C | 13 | 1
CCCCOC(=O)CSc1nc2c(cc1C#N)C(=O)CC(C)(C)C2 | 29 | 15
CCOC(=O)c1sc2ncn(CC(=O)N(CC)CC)c(=O)c2c1C | -24 | -3
CCOC(=O)C1CCN(c2c(N3CCCCCC3)c(=O)c2=O)CC1 | -7 | 0
COc1ccc([C@@H]2Sc3ccccc3N(CCN(C)C)C(=O)[C@@H]2OC(C)=O)cc1 | -25 | -1
CCOCCOC(=O)CCSc1n[nH]c(=O)[nH]c1=O | -10 | -3
C=CCc1cc(C)ccc1OCC(O)CN1CCN(c2ccccc2)CC1 (centres undefined) | 33 | 0
CC(C)c1nnc(NC(=O)c2ccc(N3C(=O)CCC3=O)cc2)s1 | -10 | -1
CCOC(=O)c1cccc(NC(=O)C2CCCN(S(=O)(=O)c3c(C)n[nH]c3C)C2)c1 (centres undefined) | 10 | 0
COc1cccc(C2CC(c3ccccc3Cl)n3nnnc3N2)c1 (centres undefined) | -47 | -8
N#CCCSc1ccccc1NC(=O)c1ccc(S(=O)(=O)N2CCCC2)cc1 | -7 | -5
O=C(CSc1nc(O)c(C2CCCCC2)c(=O)[nH]1)NCC1CCCO1 (centres undefined) | -10 | -4
Cc1ccc(NC(=O)C2C3C=CC4(CN(Cc5cccnc5)C(=O)C24)O3)cc1 (centres undefined) | -8 | -4
COc1cccc(N2CCN(C(=O)c3ccc(N4C(=O)NC5CC4(C)Oc4ccccc45)cc3)CC2)c1 (centres undefined) | 11 | 5
Cc1cc(C)n2c(SCC(=O)Nc3cc(C)on3)nnc2n1 | 24 | 0

The listing continues:
mol | S aureus QS inh GFP MFI % | S aureus QS inh
COCCNS(=O)(=O)c1cccc2cccnc12 | -24 | -7
O=C(NCCN1CCN(Cc2ccccc2)CC1)C1CC(=O)N(C2CCCC2)C1 (centres undefined) | 16 | 1
O=C(CCn1c(=O)oc2ccccc21)N1CCN(c2ccccc2Cl)CC1 | -13 | -6
CCC(C(=O)NC1CCCC1)N(Cc1ccco1)C(=O)Cn1nnc(-c2ccc(C)cc2)n1 (centres undefined) | -6 | 0
CCOc1cc(CNC(=O)CN2C(=O)c3ccccc3S2(=O)=O)ccc1OC | 9 | -1
CC(O)Cc1nsc(NC(=O)c2ccc(Br)o2)n1 (centres undefined) | -11 | 0
COC(=O)c1cc2ccsc2n1CC(=O)N1CCCc2ccccc21 | 3 | 2
Cc1cc2cc(CCNC(=O)c3ccc(Br)o3)c(=O)[nH]c2cc1C | 13 | 5
NC(=O)c1sc2nc(N3CCCCC3)c3c(c2c1N)CCCC3 | 12 | 4
Cc1cc(Nc2c(C)cccc2C)n2nc(C)nc2n1 | 21 | 5
CC(=O)Nc1cccc(NC(=O)CSc2nnnn2C(C)C)c1 | 14 | 0
CC(=O)N1CCCc2cc(S(=O)(=O)N(CC(C)C)CC(C)C)ccc21 | 28 | 12
Cc1ccccc1CS(=O)(=O)Cc1ccc(C(=O)NCCCN2CCCC2=O)o1 | 22 | 0
Cc1cc(C)cc(OCC(O)CN2C(=O)NC(C)(C)C2=O)c1 (centres undefined) | -8 | 0
COC(=O)C1CCN(c2cc(=O)n(-c3ccccc3Cl)c(=O)[nH]2)CC1 | -22 | -4

Next section.
mol | S aureus QS inh GFP MFI % | S aureus QS inh
CCC1(C(=O)O)NC(c2cc(OC)ccc2O)C2C(=O)N(Cc3ccccc3)C(=O)C21 (centres undefined) | 1 | 0
CCOC(=O)N1CCC(NC(=O)CCc2c(C)nc3ncnn3c2C)CC1 | 2 | -1
COC(=O)c1sc(S(=O)(=O)N2CCC(C)CC2)c(C(=O)OC)c1C | 6 | 4
COc1ccc2nc(NC(=O)C3CCCN3S(=O)(=O)c3ccc(C)cc3)sc2c1 (centres undefined) | -9 | -2
O=C(CN1C(=O)C2CCCN2c2ncc(Cl)cc21)NCc1ccc2c(c1)OCO2 (centres undefined) | 8 | 1
CCCOc1ccc(N)cc1N | 44 | 7
COc1ccc(C)cc1NC(=O)c1cc2c(CO)cnc(C)c2oc1=N | 7 | 2
Oc1c(CN2CCOCC2)cc(COCc2ccccc2)c2cccnc12 | -1 | -1
CC(=O)NC(CCS(C)(=O)=O)C(=O)Nc1cccc(C(C)=O)c1 (centres undefined) | 6 | -1
O=C(CCN1C(=O)COc2ccccc21)NCCCN1CCN(c2ccccc2F)CC1 | 1 | 0
COc1cccc(-c2nc(CS(=O)CC(=O)NCc3ccccc3Cl)c(C)o2)c1 (centres undefined) | 0 | 0
CSCCC(NC(=O)c1ccco1)C(=O)OC(C)C(=O)NC(=O)NC1CCCCC1 (centres undefined) | -11 | -2
Cc1nn(C)c(C)c1S(=O)(=O)N1CCC(C(=O)NC2CCCCC2)CC1 | 10 | 4
CCOC(=O)N1CCC(NC(=O)c2cccn3c(=O)c4cc(Br)ccc4nc23)CC1 | 18 | -2
O=C(NCC1COc2ccccc2O1)C1C2C=CC3(CN(Cc4ccccc4Cl)C(=O)C13)O2 (centres undefined) | 15 | 4

Laid out differently: results already given.
CCOC(=O)c1sc2ncn(CC(=O)N(CC)CC)c(=O)c2c1C
  S aureus QS inh GFP MFI %: -24; S aureus QS inh: -3
CCOC(=O)C1CCN(c2c(N3CCCCCC3)c(=O)c2=O)CC1
  S aureus QS inh GFP MFI %: -7; S aureus QS inh: 0
COc1ccc([C@@H]2Sc3ccccc3N(CCN(C)C)C(=O)[C@@H]2OC(C)=O)cc1
  S aureus QS inh GFP MFI %: -25; S aureus QS inh: -1

Next section
mol | S aureus QS inh GFP MFI % | S aureus QS inh
CC(=O)O[C@H]1C[C@@H]2CC[C@@H]3[C@H](CC[C@@]4(C)[C@H]3C[C@H]([N+]3(C)CCCCC3)[C@@H]4OC(C)=O)[C@@]2(C)C[C@@H]1[N+]1(C)CCCCC1 | -25 | -4
CC(=O)N1CCN(c2ccc(NC(=O)c3ccc4c(c3)OCO4)cc2)CC1 | 10 | -2
O=CN1CC(=O)N(c2ccccc2)c2c([nH]c3ccccc23)C1 | -10 | -4
O=C(c1cc2n(n1)C(C(F)(F)F)CC(c1ccc(Cl)cc1)N2)N1CCCC1 (centres undefined) | 16 | 2
COc1ccc(C(CNC(=O)CN2C(=O)NC3(CC(C)CC(C)(C)C3)C2=O)N2CCOCC2)cc1 (centres undefined) | 0 | -1
O=C(CSC1=NCCS1)NCc1ccco1 | 15 | 0
Cc1noc(C)c1S(=O)(=O)NC1CCCc2ccccc21 (centres undefined) | 24 | 6
COc1ccc(NC(=O)CN2CCN(CC(=O)Nc3ccccc3Cl)CC2)cc1Cl | -2 | -2
CC(C)C(NS(=O)(=O)c1ccc2c(c1)oc(=O)n2C)C(=O)N1CCN(c2ccccc2F)CC1 (centres undefined) | -1 | 0
CCOC(=O)N1CCC(NC(=O)C2CCN(S(=O)(=O)N3CCC(C)CC3)CC2)CC1 | 15 | 4
CCC(Sc1nc2n[nH]c(C)c2c(=N)n1-c1cc(Cl)ccc1C)C(=O)N1CCOCC1 (centres undefined) | 24 | 9
CC(CCc1ccco1)NC(=O)Cn1ncc2c(=O)oc3ccccc3c21 (centres undefined) | 2 | 0
CC(C)=C1C2CC2C2C(C(=O)O)C12 (centres undefined) | 9 | 2
CCCN1C(=O)c2cc(C(=O)NCc3cccs3)ccc2C1O (centres undefined) | -8 | -10
Cc1cn(CC2COC(C)(C)O2)c(=O)[nH]c1=O (centres undefined) | 10 | 3

Compound profiles, from the list above.
`CCCN1C(=O)c2cc(C(=O)NCc3cccs3)ccc2C1O` (centres undefined) in the list: S aureus QS inh GFP MFI %: -8; S aureus QS inh: -10
`CC(=O)O[C@H]1C[C@@H]2CC[C@@H]3[C@H](CC[C@@]4(C)[C@H]3C[C@H]([N+]3(C)CCCCC3)[C@@H]4OC(C)=O)[C@@]2(C)C[C@@H]1[N+]1(C)CCCCC1` in the list: S aureus QS inh GFP MFI %: -25; S aureus QS inh: -4

Later entries.
mol | S aureus QS inh GFP MFI % | S aureus QS inh
O=C(CN1CCCN(S(=O)(=O)c2ccc(F)cc2)CC1)Nc1ccccc1Br | 6 | 2
Fc1ccc(N2CCN(c3nc(-c4ccco4)cc(C(F)(F)F)n3)CC2)cc1 | -2 | -1
O=C(CSc1nnc(-c2ccccc2Br)o1)Nc1cccc2ccccc12 | -20 | 0
O=C(Cc1ccccc1)Nc1c2c(nn1-c1cccc(Cl)c1)CS(=O)(=O)C2 | -80 | -1
Cc1ccsc1-c1nc(CSCC(=O)NCc2ccc3c(c2)OCO3)c(C)o1 | -20 | 0
O=c1[nH]c(SCc2ccc(F)cc2)nc2c1cnn2-c1ccc(F)cc1 | -2 | 0
Cc1nc(NC(=O)c2ccccc2)sc1-c1csc(NCc2ccco2)n1 | 58 | 48
O=C(CP(=O)(CO)CO)c1ccc(Cl)cc1 | 8 | 0

Only part of the results is shown (hit frequency here may not be typical).
